Dynein transport: blocks dynein driven cargo transport along microtubules. z-score, hits read low. 220,000 compounds, 0.47% hits. 3617.4 mouse cells, GR-EGFP nuclear translocation imaging; test concentration mostly 20 µM; stimulated with dexamethasone, 1 µM; stronger effect = lower value;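 active = plate z-score of nuclear minus cytoplasmic receptor signal below a set negative limit, without overly bright fluorescence or cell loss, cut at about -3.5 in these data, passing the limit was not always enough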;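 also: z-score of nuclear minus cytoplasmic ring GR-EGFP intensity difference per well; some compounds called inactive have numbers as strong as hits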
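Medium: Induction medium lacking tetracycline, stripped serum | Probe or stimulus: 1.0 µM final dexamethasone stimulus | Schedule: 48 h induction, then 1 h compound, then 30 min agonist, 37 °C | Signal: Automated 10x imaging of fixed Hoechst-stained cells | Evaluation: Per-cell GR-EGFP intensity, nucleus versus surrounding cytoplasmic ring, well-averaged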
ER stress rescue: rescue of cells from ER stress-induced death, primary screen, 384-well, CSM14.1, thapsigargin, ATP luminescence (AID 1222); CSM14.1 thapsigargin-induced death rescue, ATP luminescence; higher % means a stronger effect; one-dose cellular ATP content (survival), % at 20 µM; EC50 in µM for titrated hits; 190,000 tested, under 10 active;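 active = EC50 below 50 µM in the dose-response confirmation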;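 also: death triggered by thapsigargin at about 15 µM added after 2 h compound pretreatment; cell ATP read after overnight thapsigargin exposure of roughly 18 to 22 hours; normalized against plate controls of thapsigargin alone and 5% DMSO vehicle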
Autophagy HCS: alters autophagy in cells | MEF GFP-LC3 puncta imaging; test concentration mostly 10 µM | calls only at 10 µM (by protocol) | 190,000 compounds, 0.98% hits | AID 463193;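 active = percentage of spot-positive cells more than 3 SD above its plate mean, without a fluorescence outlier flag or 80% toxicity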;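 also: spot-positive cell cutoff set from DMSO-treated cells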
P. falciparum M1AAP: P. falciparum M1AAP inhibitors, biochemical, fluorogenic H-Leu-NHMec substrate, 1536-well (AID 1445) | recombinant M1AAP, H-Leu-NHMec fluorogenic kinetic assay; higher % means a stronger effect | one-dose inhibition, % at 30 µM; IC50 in µM for titrated hits | 220,000 compounds, 0.42% hits;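 active = primary inhibition above the hit cutoff, then over 50% inhibition at one or more dose response concentrations, cut at about 23% in these data, passing the limit was not always enough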;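 also: plate controls were DMSO full reaction for no effect and no enzyme background for full effect; strong numbers were not always called active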
Hep lipid drop: modulators of hepatic lipid droplet formation. inhibition, % at 6.5 µM. AID 1656. AML12 mouse hepatocytes, oleate lipid droplets, BODIPY imaging. 240,000 compounds, 0.4% hits;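 active = lipid droplet intensity inhibited by at least 50%, with more than 500 cells counted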
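Technique: fluorescence imaging, 20x objective, two fields per well / Assay system: AML12 hepatocytes (mouse) / Measure: % inhibition of lipid droplet signal / Doses: 6.5 µM single-point dosing / Incubation: overnight exposure / Reagent: 100 µM oleic acid challenge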
Insulin prom up: MIN6 insulin promoter up-regulation. MIN6 insulin promoter-GFP reporter, high-content imaging; stronger effect = higher value. z-score at 5 µM. 190,000 compounds, 0.3% hits. AID 1625;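 active = z-score above 3 at 5 µM with at least 500 cells counted in the well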
Yfh1-off respiration: enhancers of respiration in Yfh1-depleted yeast, dose response, Friedreich's ataxia, plus single-dose screen (AID 1465) | 220,000 compounds, 0.074% hits | fold induction at 50 µM; hits with a dose series show EC50 in µM | S. cerevisiae Yfh1-off respiration, WST-1 reduction, 72 h; higher fold induction means a stronger effect;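 active = fold induction of absorbance versus untreated yeast above a set limit, then at least 30% activation at any dose in follow-up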;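 also: activators that raise dye reduction in frataxin-depleted yeast; strong numbers were not always called active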
M17LAP inhibition: P. falciparum M17LAP inhibitors, primary screen, biochemical, fluorogenic H-Leu-NHMec substrate, 1536-well (AID 1619); recombinant M17LAP, H-Leu-NHMec fluorogenic kinetic assay; higher % means a stronger effect; inhibition, % at 30 µM, or IC50 in µM where a hit was titrated; 220,000 compounds, 0.38% hits;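 active = compound inhibiting the enzyme by more than half at any dose during confirmatory dose-response retesting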;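 also: plate controls were full reaction with DMSO carrier for no effect and no enzyme background for full effect; strong numbers were not always called active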
MT stabilizer: stabilizes microtubules in HeLa cells. HeLa tubulin immunostaining HCS, 24 h; share of cells brighter than vehicle mean+2SD. % tubulin-high responders, % at 10 µM. 200,000 compounds, 0.83% hits;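 active = plate Z-score above 3 for both tubulin-high and condensed-nucleus cell shares, with cell loss under 80%, at 10 µM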;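 also: anti alpha tubulin signal scored within the nucleus-defined area of each cell; some results filed as inactive read as strong as hits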
Dynein transport cytoplasmic EGFP: recorded beside Dynein transport, whose call it bears; z-score; measured here: cytoplasmic GR-EGFP intensity; stronger effect = higher value
Dynein transport nuclear GR-EGFP: further read-out of Dynein transport, marked with its call; z-score; measured here: nuclear GR-EGFP intensity;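 lower value marks the stronger effect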
Dynein transport cell count: recorded beside Dynein transport, whose call it bears; z-score; measured here: cell count per field
Insulin prom up cell count: second read-out of Insulin prom up, no call of its own (marks repeat the call); cell count; measured here: cytotoxicity, nuclei count;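 total cells summed across four imaged fields per well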
Hep lipid drop cells 6.5 µM: recorded beside Hep lipid drop, whose call it bears; cell count; measured here: cell count, cytotoxicity flag;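 cells counted across two imaged fields per well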
MT stabilizer Hoechst-high %: further read-out of MT stabilizer, marked with its call; % Hoechst-high responders; measured here: nuclear condensation Hoechst responders;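 share of cells brighter than vehicle mean plus two SD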
MT stabilizer cytotoxicity %: recorded beside MT stabilizer, whose call it bears; toxicity, %; measured here: cytotoxicity by cell density;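 0% = mean cell density of plate MIN control wells and 100% = no cells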
Autophagy HCS cell loss 18 h: second read-out of Autophagy HCS, no call of its own (marks repeat the call); toxicity, %; measured here: cell loss, nuclei count;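 cell loss after 18 h compound exposure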
* hit, by the source's call; i = inactive; . = not tested or not shown.

SMILES | Dynein transport | Dynein transport cytoplasmic EGFP | Dynein transport nuclear GR-EGFP | Dynein transport cell count | ER stress rescue | Autophagy HCS | Autophagy HCS cell loss 18 h | P. falciparum M1AAP | Hep lipid drop | Hep lipid drop cells 6.5 µM | Insulin prom up | Insulin prom up cell count | Yfh1-off respiration | M17LAP inhibition | MT stabilizer | MT stabilizer Hoechst-high % | MT stabilizer cytotoxicity %
CC1(C)Cc2c(c(=S)nc(-c3ccccc3)n2CCCN2CCOCC2)CO1 | -0.85 | -0.17 | -0.27 | 0.1 | 0.4% | i | -7 | 5% | 19 | 623 | 0.05 | 1572 | i | -4% | 2.4 | 2.9 | 13
O=C(O)C1CCN(C(=O)c2cc(F)cc3c2OCOC3)CC1 | -0.31 | -0.29 | -0.23 | 0.48 | . | . | . | -3% | -4 | 713 | . | . | i | -3% | . | . | .
CCCCNC(=O)NC1CCCC1 | -0.54 | 0.62 | -0.24 | 0.16 | 17% | i | -3 | 7% | 0 | 583 | . | . | i | 7% | 4.2 | 2.1 | 7.1
CCCN1C(=O)/C(=c2\sc3nc(=O)c(Cc4ccc(C)cc4)nn3c2=O)c2ccccc21 | -1.3 | -0.24 | -0.83 | 0.55 | 4.9% | i | -11 | 2% | 8 | 691 | . | . | i | -5% | 1.7 | 1.5 | 0.5
O=C(Nc1cccnc1)C1CCN(S(=O)(=O)c2cccc3nonc23)CC1 | 0.57 | -0.16 | 0.38 | -1.1 | -0.8% | i | 1 | 3% | . | . | 0.43 | 958 | i | -1% | 3.0 | 2.2 | 2.9
COc1ccc(C(=O)N[C@H]2COC(C)(C)O[C@H]2c2ccccc2)cc1 | -0.36 | -0.25 | 0.14 | 0.36 | 0.2% | i | 14 | -1% | . | . | . | . | i | -11% | 11 | 1.6 | 5.0
COc1ccc(C(C)=O)cc1COC(=O)c1ccc2c(c1)OCO2 | -0.14 | -0.31 | -0.35 | 0.24 | 0.8% | i | -2 | -1% | . | . | 0.83 | 1323 | i | -7% | 3.8 | 2.0 | 7.4
CCCn1c(N)c(C(=O)CSc2ncc(C(F)(F)F)cc2Cl)c(=O)[nH]c1=O | 0.31 | -0.29 | 0.45 | 0.46 | -1.5% | i | -4 | -2% | -6 | 706 | -1.2 | 1045 | i | -3% | 2.8 | 3.5 | 8.4
COCC(=O)N1CCC(n2nnc3cc(C(F)(F)F)ccc32)CC1 | 0.18 | -0.22 | 0.61 | -0.39 | -1.0% | i | 11 | -6% | -21 | 752 | -0.12 | 1406 | i | -8% | 2.6 | 2.4 | 5.6
CCc1c(C)sc(NC(=O)c2ccc(Br)o2)c1C(=O)OC | 0.77 | -0.19 | 0.55 | 0.44 | -2.5% | i | -10 | 6% | -2 | 793 | 0.23 | 1293 | i | 3% | 2.5 | 2.0 | 4.5
CCOc1ccccc1-n1c(=S)sc2c(=O)n(-c3ccc(C)cc3)c(=S)[nH]c21 | -0.66 | -0.27 | -0.24 | 0.8 | -0.8% | i | -34 | 11% | 21 | 701 | . | . | i | 8% | 1.2 | 1.4 | 6.8
CCC(C)c1ccc(OCC(=O)O)cc1 (centres undefined) | -0.017 | -0.28 | -0.041 | 0.25 | -0.7% | i | 30 | 5% | 8 | 731 | 1.5 | 1201 | i | -10% | 4.1 | 3.0 | 5.7
CCCCn1cnc2c(sc3nc4c(cc32)CSC(C)(C)C4)c1=O | 0.25 | -0.24 | 0.16 | -0.041 | -4.7% | i | -6 | 6% | -7 | 627 | -0.18 | 2130 | i | 3% | 7.2 | 1.9 | 10
Cc1ccsc1C1NC(=O)c2c(sc3c2CCN(C)C3)N1 (centres undefined) | -0.6 | -0.039 | -0.23 | 0.52 | 1.2% | i | 8 | 26%* | . | . | -0.11 | 907 | i | -101% | 3.4 | 3.7 | 6.3
Cc1ccccc1Cn1c(=O)n(CCCC(=O)NCc2ccco2)c(=O)c2ccccc21 | -1.3 | -0.21 | -0.2 | 0.56 | -0.7% | i | 12 | 12% | -12 | 732 | . | . | i | 10% | 3.6 | 1.8 | 4.9
Cc1nn(-c2ccc(F)cc2)c(C)c1CN1CCN(CCc2ccccc2)C(CCO)C1 (centres undefined) | -0.79 | -0.3 | -0.37 | 0.77 | 0.1% | i | -26 | 9% | 0 | 706 | -0.79 | 1486 | i | -3% | 4.8 | 2.7 | 2.8
COC(=O)Nc1ccc2ncn(C)c(=O)c2c1 | 0.96 | -0.079 | 0.89 | -0.54 | -0.2% | i | 8 | 4% | . | . | -0.58 | 955 | i | 5% | 6.9 | 3.6 | 9.6
N=c1c(C(=O)NCc2ccco2)cc2c(=O)n3ccccc3nc2n1CCc1ccccc1 | 0.43 | -0.29 | 0.34 | -0.52 | 3.2% | i | -5 | 9% | . | . | -4.1 | 992 | i | -22% | 7.2 | 2.3 | 3.8
COc1ccccc1-c1ccc(Nc2cccc(C(F)(F)F)c2)nn1 | 0.68 | -0.22 | 0.68 | 0.12 | 1.6% | i | 8 | 5% | -12 | 751 | 0.13 | 1135 | i | -9% | 2.2 | 2.6 | 4.7
O=C(Cn1nnc(-c2cccs2)n1)NCc1ccco1 | 0.59 | 0.19 | 0.62 | -0.54 | -0.2% | i | -39 | -1% | -7 | 732 | . | . | i | -7% | 1.7 | 2.2 | 11
O=C1C2CC=C(Cl)CC2C(=O)N1CNc1ccccn1 (centres undefined) | -0.72 | 0.38 | -0.051 | 0.52 | -0.6% | i | -3 | -2% | -12 | 742 | -0.47 | 966 | . | 13% | 1.1 | 2.3 | 5.8
O=C(NCC(c1ccc(F)cc1)N1CCOCC1)c1ccc(C(=O)c2ccccc2)cc1 (centres undefined) | -0.74 | -0.71 | -0.22 | 0.44 | . | . | . | 5% | -2 | 657 | -0.08 | 1171 | i | 5% | . | . | .
CCc1cc2c(=O)n(-c3ccc(C)cc3)cnc2s1 | 0.89 | -0.25 | 0.44 | -0.22 | -4.4% | i | 10 | 6% | -15 | 720 | 1.5 | 1236 | i | 22% | 2.0 | 1.4 | 1.3
Cc1ccc(-c2cc(C(=O)N3N=C(C(F)F)CC3(O)C(F)F)c3ccccc3n2)cc1C (centres undefined) | -0.11 | -0.2 | 0.24 | -0.14 | -1.9% | i | 7 | -1% | . | . | 0.12 | 1524 | i | 7% | 4.8 | 1.7 | 13
CC(=O)c1ccc(NC(=O)NCc2ccc(F)cc2)cc1 | -0.64 | -0.27 | 0.015 | 0.35 | -0.5% | i | 29 | 5% | -18 | 690 | -0.23 | 1586 | i | -2% | 2.2 | 1.5 | 0.7
COc1ccc(OC)c(NC(=O)COC(=O)CNC(=O)c2ccc(OC)c(OC)c2)c1 | 0.27 | -0.25 | 0.8 | 0.36 | 1.0% | i | -6 | 5% | -17 | 765 | 0.13 | 1022 | i | 2% | 2.3 | 1.6 | 5.3
COc1cccc(OC)c1C(=O)N1CCN(c2ccccn2)CC1 | -0.73 | -0.22 | -0.16 | -0.75 | -2.6% | i | -2 | -1% | 4 | 746 | 2.1 | 1272 | i | 7% | 3.5 | 2.5 | 8.6
COc1ccccc1CNC(=O)c1cc2c(C)nn(Cc3ccc(F)cc3)c2s1 | -0.35 | 0.18 | 0.039 | -0.066 | -1.4% | i | -3 | 4% | . | . | -0.76 | 1272 | i | 10% | 2.8 | 2.3 | 9.0
C=CCOc1nc2c(c(=O)n(C)c(=O)n2C)n1C | 0.6 | -0.15 | 0.73 | -0.23 | . | i | 7 | 1% | 2 | 632 | 0.17 | 1274 | i | 12% | 2.7 | 0.9 | 20
COc1ccc(N2CCN(C(=O)C3CCCN(S(=O)(=O)c4cccc5cccnc45)C3)CC2)cc1 (centres undefined) | 0.023 | -0.19 | 0.094 | -0.19 | 0.1% | i | 13 | 7% | . | . | 2.3 | 1027 | i | 14% | 2.3 | 4.5 | 5.3
CNC(=O)c1ccsc1NC(=O)c1ccccc1 | -0.71 | -0.79 | -0.094 | 0.13 | . | . | . | -1% | -9 | 686 | -0.08 | 954 | i | -5% | . | . | .
FC(F)(F)c1cnc(NNC(=S)Nc2ccc(Cl)cc2)c(Cl)c1 | -0.84 | -0.079 | -0.55 | 0.38 | -1.2% | i | 4 | -14% | -56 | 620 | . | . | i | 16% | 3.7 | 2.6 | 3.3

3 structures from above, arranged by heavy-atom count, high to low:
SMILES | Dynein transport | Dynein transport cytoplasmic EGFP | Dynein transport nuclear GR-EGFP | Dynein transport cell count | ER stress rescue | Autophagy HCS | Autophagy HCS cell loss 18 h | P. falciparum M1AAP | Hep lipid drop | Hep lipid drop cells 6.5 µM | Insulin prom up | Insulin prom up cell count | Yfh1-off respiration | M17LAP inhibition | MT stabilizer | MT stabilizer Hoechst-high % | MT stabilizer cytotoxicity %
Cc1nn(-c2ccc(F)cc2)c(C)c1CN1CCN(CCc2ccccc2)C(CCO)C1 (centres undefined) | -0.79 | -0.3 | -0.37 | 0.77 | 0.1% | i | -26 | 9% | 0 | 706 | -0.79 | 1486 | i | -3% | 4.8 | 2.7 | 2.8
COc1cccc(OC)c1C(=O)N1CCN(c2ccccn2)CC1 | -0.73 | -0.22 | -0.16 | -0.75 | -2.6% | i | -2 | -1% | 4 | 746 | 2.1 | 1272 | i | 7% | 3.5 | 2.5 | 8.6
O=C1C2CC=C(Cl)CC2C(=O)N1CNc1ccccn1 (centres undefined) | -0.72 | 0.38 | -0.051 | 0.52 | -0.6% | i | -3 | -2% | -12 | 742 | -0.47 | 966 | . | 13% | 1.1 | 2.3 | 5.8

Source: PubChem (several laboratories)

No enrichment for hits; any-hit rate near 3.5%.
